Assay outcomes (PubChem BioAssay)
CAL PDZ FP-1: blocks peptide binding to the human CAL PDZ domain; Q9HD26; purified CAL PDZ, TMR-peptide fluorescence polarization, 1 h; inhibition, % at 24.9 µM; 300,000 compounds, 0.92% hits; AID 602252;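 active = mean inhibition of at least 30% with at least half of replicates also reaching 30%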;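 also: 0% = DMSO neutral control and 100% = excess unlabeled competitor peptide PRC23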
Keap1-Nrf2 PPI: disrupts human Keap1 binding to Nrf2 peptide. inhibition, % at 9.4 µM. Q14145. 340,000 compounds, 0.15% hits. Keap1 Kelch-Nrf2 peptide fluorescence polarization, 1536-well; in the data active = inhibition above about 12%;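 also: human Keap1 Kelch domain with fluorescein labeled Nrf2 9mer peptide probe; 0% = neutral control wells and 100% = peptide positive control; higher means more block of Keap1 binding to Nrf2 peptide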
DAGLB inh: diacylglycerol lipase beta (human) inhibition; Q8NCG7; HEK293T DAGLB membrane lysate, EnzChek fluorogenic substrate; inhibition, % at 5.17 µM; 340,000 compounds, 0.059% hits; in the data active = inhibition above about 34%;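 also: 0% = enzyme with vehicle and 100% = wells lacking enzyme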
Rtt109 HAT inh: C. albicans Rtt109 histone acetyltransferase inhibition; Q5AAJ8; purified Rtt109/Vps75, ThioGlo CoA-SH fluorescence, 4 h; inhibition, % at 34.9 µM; 330,000 compounds, 0.16% hits; AID 540336;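 active = inhibition of at least 50% in every replicate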
Target sequence (Q5AAJ8 whole entry, looked up): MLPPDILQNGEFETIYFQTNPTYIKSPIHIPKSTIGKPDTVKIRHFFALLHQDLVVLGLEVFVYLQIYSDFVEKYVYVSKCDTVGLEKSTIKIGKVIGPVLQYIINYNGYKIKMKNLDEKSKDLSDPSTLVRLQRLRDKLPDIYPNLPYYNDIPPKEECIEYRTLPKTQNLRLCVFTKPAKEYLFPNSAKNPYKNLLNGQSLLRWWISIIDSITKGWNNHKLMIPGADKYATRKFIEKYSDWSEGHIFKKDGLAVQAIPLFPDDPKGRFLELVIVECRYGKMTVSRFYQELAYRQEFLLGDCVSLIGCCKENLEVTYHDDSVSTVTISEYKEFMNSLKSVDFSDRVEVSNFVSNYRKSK
PKA-R2B act: activates the human PKA-R2B holoenzyme complex. P22694+P31323. PKA-R2B holoenzyme dissociation, Cy5-IP20 fluorescence polarization; R2B truncated from residue 108, S112A mutant; 0% DMSO only, 100% 113 µM cGMP. activation, % at 11.4 µM. 340,000 compounds, 0.079% hits;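 active = activation above a cutoff set at the mean over all compounds plus 3 SD, cut at about 18% in these data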;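 also: higher means more holoenzyme dissociation and a rise in polarization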
Target sequence (P31323 whole entry, looked up, other chains not shown, the tested form may be a part): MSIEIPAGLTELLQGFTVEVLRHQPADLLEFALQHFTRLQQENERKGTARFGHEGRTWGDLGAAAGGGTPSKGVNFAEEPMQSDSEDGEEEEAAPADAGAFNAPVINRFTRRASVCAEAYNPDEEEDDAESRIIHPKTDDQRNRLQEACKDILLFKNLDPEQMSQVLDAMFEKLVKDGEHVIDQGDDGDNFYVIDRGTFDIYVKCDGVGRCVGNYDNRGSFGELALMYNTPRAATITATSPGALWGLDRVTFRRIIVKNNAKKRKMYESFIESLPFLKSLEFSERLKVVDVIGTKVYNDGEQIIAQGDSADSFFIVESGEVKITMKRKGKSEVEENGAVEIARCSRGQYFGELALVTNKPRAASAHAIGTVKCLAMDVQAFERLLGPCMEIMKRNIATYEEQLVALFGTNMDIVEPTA
Cardiac RTF inh: cardiac RTF calcium desensitization | IANBD-labeled cardiac RTF, Ca2+ fluorescence | inhibition, % at 7.15 µM | 340,000 compounds, 0.12% hits;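 active = inhibition above the mean inhibition of all tested compounds plus 3 SD, cut at about 17% in these data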;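 also: assay run at fixed EC70 calcium of 1.6 mM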
LANA DNA inh: blocks KSHV LANA C-terminal domain binding to DNA | MBP-C-LANA/FAM-LBS DNA binding, fluorescence polarization | 340,000 compounds, 0.078% hits | inhibition, % at 9 µM;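 active = highest replicate inhibition at or above 60% at 9 µM, even if other replicates fall short; inactive = all replicates below 60% inhibition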;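 also: 0% = neutral control wells and 100% = 4 µM acridine orange control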
RTF Ca sens act: cardiac RTF calcium sensitization; 340,000 compounds, 0.24% hits; P19429+P45379; AID 493008; activation, % at 7.2 µM; IANBD-labeled TnC RTF fluorescence at EC20 calcium; 0% EC20 calcium, 100% full calcium;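 active = activation above the mean over all tested compounds plus 3 SD, cut at about 30% in these data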;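 also: rise in fluorescence read as greater calcium sensitivity of cardiac thin filaments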
CAL PDZ FP-2: human CAL PDZ-peptide interaction inhibition | AID 504414 | Q9HD26 | inhibition, % at 20 µM | 330,000 compounds, 0.02% hits | purified CAL PDZ, TMR-peptide fluorescence polarization, 1 h;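 active = highest replicate inhibition of at least 40%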;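 also: plate controls were DMSO neutral control wells for no effect and unlabeled competitor peptide control wells for full effect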
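Read-out basis: mP drop reported as inhibition | Assay system: Tagged CAL PDZ protein CerCALP, purified | Benchmarks: Unlabelled peptide for full inhibition, DMSO wells as neutral | Schedule: 1 h incubation at room temperature before polarization reading | Buffer or medium: Sodium phosphate/NaCl buffer pH 7.4 with TCEP, IgG, Thesit | Doses: Single point, 20 µM | Measured by: Fluorescence polarization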
SR-BI DiI-HDL act: SR-BI HDL lipid transfer activation | CHO ldlA[mSR-BI] cells, DiI-HDL uptake fluorescence, 3 h; 100 = double the neutral-control signal | activation, % at 12.5 µM | 320,000 compounds, 0.096% hits | AID 504775;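 active = mean replicate activation of at least 60% and every replicate at or above 60%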;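 also: 0% = median plate neutral-control signal and 100% = twice that signal; values of inactives mirror those of a sister screen read the other way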
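material = CHO ldlA[mSR-BI] cells | medium = Ham's F12 with 0.5% BSA, HEPES 25 mM, pH 7.4 | reagent = fluorescent DiI-HDL, 10 µg/mL final | compound dosing = single-point compound dose | incubation = 3 h, 37 °C | measured by = bottom-read fluorescence, 550/595 nm | measure = HDL uptake via cellular fluorescence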
Active calls of the source: *; . = no result given.

Values run as follows: Cardiac RTF inh, SR-BI DiI-HDL act, RTF Ca sens act, CAL PDZ FP-2, Rtt109 HAT inh, Keap1-Nrf2 PPI, LANA DNA inh, DAGLB inh, CAL PDZ FP-1, PKA-R2B act
- Cc1ccc2nc(C3CCCN(C(=O)NCc4ccccc4)C3)[nH]c2c1 (stereo unspecified)
 : -7, 3, -5, -1.1, 9, 3, 0.6, -4, -5, 1
- Cc1ccc(-c2cnc(NCc3cc4c(cc3[N+](=O)[O-])OCO4)n2C)cc1C
 : 1, -1, 5, 0.4, 24, -4, -0.8, 2, ., -9
- COc1cc(OC)cc(-c2c(-c3cccs3)c3cc(-c4cc(OC)c(OC)c(OC)c4)ccc3n2C)c1
 : -10, -24, -3, -0.5, -4, -7, -1.0, 0, -2, 1
- O=C(CC1C(=O)N(c2ccccc2)C(=O)N1Cc1ccco1)Nc1ccccc1 (stereo unspecified)
 : 8, 25, 0, -1.5, 1, -2, 2.7, -1, -2, -6
- CC/S(C)=N/S(=O)(=O)c1ccc(C)cc1 (stereo unspecified)
 : 2, -3, 11, -0.4, -3, -3, -0.1, -1, -1, 2
- C#CCOCCOCCOCCNc1nc(N2CCN(C(=O)Cn3cc(CCO)nn3)CC2)nc(N2CCN(C(=O)Cn3cc(CCCCN)nn3)CC2)n1
 : 4, 18, 5, -0.5, 8, -1, 1.4, -2, 1, 12
- COc1ccc([N+](=O)[O-])cc1NC(=O)C(C)Sc1ccc(C)cc1 (stereo unspecified)
 : 5, -63, -2, -0.1, 2, -2, 0.3, -3, -1, -13
- CSc1nc(C)cc(NC(N)=O)n1
 : -7, 46, 0, ., 4, -6, -1.4, 1, -4, -11
- CCNC(=S)N1CCN(c2ncccn2)CC1
 : 2, 14, 1, -2.8, -1, 3, 0.9, 2, 1, 6
- Cc1ccc(NC(=O)c2cc(-c3ccccc3)nn2-c2ccccc2)cc1
 : -13, -49, -7, -0.8, 5, 1, 0.0, -6, -2, -18
- NC1=NC[C@H](Cc2ccc(O)cc2)N1CCc1cc(C(F)(F)F)cc(C(F)(F)F)c1
 : -1, 36, -4, -1.4, 20, -3, -0.9, 0, -3, -6
- COc1cc([N+](=O)[O-])ccc1NC(=O)NN1CCN(C)CC1
 : -5, -6, 1, 0.2, 3, 4, -1.1, -1, 0, -9
- CCCc1n[nH]c(=S)n1Cc1ccco1
 : 1, ., -3, 0.7, -1, 1, -0.1, 0, -4, -4
- CCOc1ccc(-c2nc(CS(=O)(=O)CC(=O)NCc3ccc(F)cc3)c(C)o2)cc1
 : -2, -42, 0, -0.9, -1, 0, -0.1, -2, -4, 14
- Cc1ccc(S(=O)(=O)N2CCOCC2)cc1NC(=O)COC(=O)c1cnc(Cl)c(Cl)c1
 : 0, 20, -1, -2.8, 0, -1, -1.3, 2, -3, 1
- COc1ccccc1OCCNc1cc(N2CCCCC2)ccc1[N+](=O)[O-]
 : -7, -65, -5, -0.2, -1, 6, -5.2, -4, -6, -7
- CCCCn1nnnc1SCC(=O)Nc1sc2c(c1C#N)CCCC2
 : 3, -15, -2, -1.2, 10, 0, 1.8, -7, -2, 0
- C/C(=N/NC(=O)c1ccc(C)s1)c1cccc(NC(=O)c2ccoc2C)c1
 : 0, -29, -7, -0.7, 4, -3, -0.1, 2, -3, -2
- CCCCn1c(=O)c(C(=O)c2ccccc2)nc2ccccc21
 : -2, -9, 0, -0.3, 7, -2, -0.8, 1, ., -11
- Cc1ccc(Oc2cc([N+](=O)[O-])cc3c2C(=O)Nc2ccccc2O3)cc1
 : -11, 8, 6, 0.4, -4, -6, -5.7, -2, -4, -6
- Cn1cc(C(=O)N2CCCCC2)c(=O)c2cc(S(=O)(=O)N3CCCC3)ccc21
 : 16, 25, 0, 0.3, -9, 0, -2.0, -2, ., 0
- Cc1n[nH]c(=O)c2c(NC(=O)CSc3nnc(C4CC4)n3C)oc(C)c12
 : -12, 9, 4, 0.7, -20, 6, 0.2, 3, -20, -6
- CN(c1ccccc1)S(=O)(=O)c1ccc(NC(=O)c2ccc(-c3ccccc3)cc2)cc1
 : -4, -34, 2, ., -14, -2, -0.2, -4, -4, 6
- O=C(Cc1ccsc1)Nc1ccccc1F
 : -1, -8, 3, -1.5, 1, -3, -0.7, -2, 1, 1
- Cc1ccc(/C=C(\NC(=O)c2ccccc2)C(=O)NCC2CCCO2)o1 (stereo unspecified)
 : -6, 7, 0, -0.4, 12, -4, 0.6, -2, -2, 6
- NS(=O)(=O)c1ccc(CNC(=O)c2csc3c2CCCC3)cc1
 : -1, 9, 2, -1.0, -3, -7, 1.2, 0, 3, 1
- O=C(O)c1cccc(Cn2c(Cl)c(/C=N/NC(=O)c3ccccc3Cl)sc2=O)c1
 : -21, 3, 2, -5.7, -5, 8, -1.8, -1, -2, 4
- CCOc1ccc(S(=O)(=O)Nc2ccc(C(=O)NNC(=O)c3ccncc3)cc2)cc1
 : -17, 14, 6, -1.2, -2, 5, 1.8, 1, -5, -2
- Fc1ccccc1NC(=S)Nc1ccc(CN2CCOCC2)cc1
 : 1, ., 5, -2.0, -2, -2, 0.9, 1, -4, -3
- CCOc1ccccc1NC(=O)CCS(=O)(=O)c1ccc(OC)cc1
 : -28, 5, -3, -2.0, -10, 0, 0.9, -1, 0, 5

Further structures follow.
Values run as follows: Cardiac RTF inh, SR-BI DiI-HDL act, RTF Ca sens act, CAL PDZ FP-2, Rtt109 HAT inh, Keap1-Nrf2 PPI, LANA DNA inh, DAGLB inh, CAL PDZ FP-1, PKA-R2B act
- O=C(Cn1nc(CNc2ccc(Cl)cc2)[n+]2c1CCCCC2)c1ccc(Br)cc1
 : 6, 25, 7, -0.3, 13, 1, 1.8, 1, -4, -4
- CCNC(=O)NC(=O)C(C)Sc1nnc(COc2ccccc2Cl)o1 (stereo unspecified)
 : -1, -11, 9, -2.2, 7, -5, 1.3, 1, -2, 3
- COc1cc[n+]([O-])cc1[N+](=O)[O-]
 : -2, 17, -3, -0.2, -4, 1, -1.5, -4, ., 4
- O=C(COC(=O)c1ccccc1C(=O)N1CCN(c2ccccc2)CC1)NCc1ccccc1
 : -20, 0, 0, 36, 0, 4, 2.7, 3, -2, -3
- COc1c(/C=N/Nc2ccc(C(=O)O)cc2)c(CCN(C)C(C)=O)cc2c1OCO2
 : -9, ., 4, -4.0, 0, -3, -0.5, -2, 0, 1
- Cc1cc(C)c(OCCCn2ccnc2)c(C)c1
 : -11, 11, 5, -0.9, -1, 2, 2.1, -4, -4, -2
- CCOC(=O)CNC(=O)/C=C/c1ccc2c(c1)OCO2
 : -2, -3, -1, -0.9, ., -3, -0.1, 0, 2, 0
- Nn1c(Cc2ccc(Br)cc2)n[nH]c1=S
 : -1, 5, -5, -2.1, -19, -2, 0.6, 1, -4, -10
- CC12CCC(C(=O)Nc3cc(Cl)ccc3Cl)(C(Br)C1=O)C2(C)C (stereo unspecified)
 : 7, -12, 7, -0.3, 11, -1, 0.2, -9, -6, 8
- Cc1ccc(S(=O)(=O)/N=C2/NC(=O)/C(=C/c3ccc(Br)o3)S2)cc1
 : 11, 11, 6, -2.0, 40, -3, 0.5, 11, 1, -14
- O=c1n(-c2ccccc2)c(=O)n2n1CC(O)C2
 : 9, 27, 5, -0.6, 1, 2, -0.8, 1, ., -11
- CCc1ccccc1NC(=S)N(CCCN1CCOCC1)Cc1cccs1
 : -4, 18, -1, -0.3, 11, 4, -0.5, -3, ., 12
- Cc1ccc(C)c(NC(=O)c2ccccc2Sc2ccc([N+](=O)[O-])cc2Cl)c1
 : 9, -52, -4, -2.1, 13, -3, 0.7, -1, -4, 1
- CCN(Cc1nc2ccccc2c(=O)[nH]1)C(=O)c1cccc(S(=O)(=O)N2CCc3ccccc32)c1
 : 4, -17, -2, -2.0, 12, 2, -1.6, 0, 2, -6
- COC(=O)c1cn(NC(=O)c2cc(OC)c(OC)c(OC)c2)c(=O)c2ccccc12
 : -9, -5, 6, -0.6, 1, -3, -2.2, -4, -2, -2
- O=C(CSc1nc2ccccc2o1)Nc1nc(-c2ccccc2)cs1
 : -8, 4, 6, -3.1, 0, -4, 0.4, -12, 4, -10
- O=C(CS(=O)c1ccc(F)cc1)Nc1ccccc1Cl (stereo unspecified)
 : -5, 1, 5, 0.3, -5, -5, 1.0, -1, 2, -1
- CC(=O)c1ccc(NC(=S)NC(C)CCc2ccccc2)cc1 (stereo unspecified)
 : 6, -11, -5, -1.6, -8, -7, 0.5, 0, 1, -2
- C(=N\C(/N=C/c1ccco1)c1ccco1)/c1ccco1
 : -8, 37, -2, -4.5, -5, -2, 2.8, 2, -2, 4
- Cn1c(N2CCN(C(=O)Nc3ccc(C(F)(F)F)cc3)CC2)nc2ccccc21
 : 1, -38, -1, -0.3, -3, 6, -2.0, -5, 13, -2
- CCc1nnc(NC(=O)CSc2ncc(-c3ccccc3)n2CC)s1
 : 6, 11, 6, ., 7, -4, 3.5, -1, -5, -13
- CC1Cc2ccccc2N1S(=O)(=O)c1cccc(C(=O)NC2CC2)c1 (stereo unspecified)
 : -3, -15, 3, -1.0, 2, 0, -1.1, -3, -3, -3
- NS(=O)(=O)c1ccc(CCNC(=O)CNC(=O)c2ccc(Br)o2)cc1
 : -12, 1, 3, 0.3, -2, 10, 2.0, 0, ., -10
